KDM5B inh: KDM5B demethylase inhibition. KDM5B demethylase, FDH-coupled NADH fluorescence (FDH is formaldehyde dehydrogenase). Q9UGL1. Potency, µM (series often up to 57.7 µM), for the others: at the top dose activity change, negative = inhibition, most hits filed as inhibitors. 2.6% of 220,000 active. AID 1347165; active = well fitted inhibition curve with a large enough effect; inconclusive = small, poorly fitted or top-dose-only effect; inactive = no such curve, though single readings can be large or run the other way; note: 0% is about no effect; nearly all actives have a fitted effect of over 70% in size
Target sequence (Q9UGL1 whole entry, looked up): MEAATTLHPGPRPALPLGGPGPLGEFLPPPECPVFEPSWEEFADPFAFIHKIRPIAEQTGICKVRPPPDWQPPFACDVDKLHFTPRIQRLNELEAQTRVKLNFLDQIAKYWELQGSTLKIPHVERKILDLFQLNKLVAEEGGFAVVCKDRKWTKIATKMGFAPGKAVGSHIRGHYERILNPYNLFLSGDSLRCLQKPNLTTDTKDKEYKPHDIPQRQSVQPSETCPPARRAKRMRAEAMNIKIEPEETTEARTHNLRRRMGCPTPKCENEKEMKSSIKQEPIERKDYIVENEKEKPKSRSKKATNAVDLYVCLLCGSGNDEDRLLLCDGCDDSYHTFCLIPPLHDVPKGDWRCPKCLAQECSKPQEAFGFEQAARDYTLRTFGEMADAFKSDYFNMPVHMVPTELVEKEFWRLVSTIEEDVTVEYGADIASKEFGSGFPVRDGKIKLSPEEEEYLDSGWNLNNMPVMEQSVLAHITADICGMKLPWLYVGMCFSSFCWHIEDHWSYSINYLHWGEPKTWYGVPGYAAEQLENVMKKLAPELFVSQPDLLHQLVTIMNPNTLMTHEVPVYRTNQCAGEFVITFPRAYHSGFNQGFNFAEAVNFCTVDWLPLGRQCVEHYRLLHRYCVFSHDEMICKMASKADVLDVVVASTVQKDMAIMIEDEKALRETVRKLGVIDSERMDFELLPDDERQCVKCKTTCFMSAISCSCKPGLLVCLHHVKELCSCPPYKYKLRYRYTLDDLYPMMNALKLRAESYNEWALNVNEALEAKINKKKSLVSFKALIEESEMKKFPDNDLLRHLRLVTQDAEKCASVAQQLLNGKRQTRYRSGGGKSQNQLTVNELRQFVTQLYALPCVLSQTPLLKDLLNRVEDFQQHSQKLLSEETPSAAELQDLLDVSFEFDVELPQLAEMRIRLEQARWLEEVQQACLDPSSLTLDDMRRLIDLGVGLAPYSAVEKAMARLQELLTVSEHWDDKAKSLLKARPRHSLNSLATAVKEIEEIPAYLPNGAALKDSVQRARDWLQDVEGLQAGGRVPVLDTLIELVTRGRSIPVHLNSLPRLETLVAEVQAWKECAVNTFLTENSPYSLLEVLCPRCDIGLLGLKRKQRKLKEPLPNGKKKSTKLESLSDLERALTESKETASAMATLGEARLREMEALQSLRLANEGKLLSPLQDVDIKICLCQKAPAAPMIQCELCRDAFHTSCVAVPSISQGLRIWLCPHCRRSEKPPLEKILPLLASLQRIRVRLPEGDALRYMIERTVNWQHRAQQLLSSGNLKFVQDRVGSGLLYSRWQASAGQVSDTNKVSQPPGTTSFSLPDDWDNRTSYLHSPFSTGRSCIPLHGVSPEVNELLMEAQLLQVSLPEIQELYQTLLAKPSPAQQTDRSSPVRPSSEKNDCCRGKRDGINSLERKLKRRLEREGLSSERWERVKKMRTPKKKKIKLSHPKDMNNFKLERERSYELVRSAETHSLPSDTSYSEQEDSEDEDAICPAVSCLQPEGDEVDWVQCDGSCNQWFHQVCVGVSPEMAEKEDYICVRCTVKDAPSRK
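Coupled FDH/NAD⁺ fluorescence readout. KDM5BΔAP 200 nM final; compound titration, 10 min RT preincubation; substrate mix 12.5 µM H3K4me3, 25 µM 2-OG, 50 µM Fe(II), 100 µM ascorbate, 0.25 mM NAD⁺, 0.25 U/mL FDH; ΔRFU over 30 min.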
* hit, by the source's call; ! = not active in a repeat; [ ] = another dose, or the depositor's remark. Potency is the fitted concentration of half-maximal effect. Some of the compounds tested; the hit share may differ from the screen's.

`O=C(c1cnn(-c2ccccc2F)c1-n1cccc1)N1CCN(c2ccccc2)CC1` gave KDM5B inh 17%.
Screening COc1cc(C2C(C#N)=C(N)OC3=C2C(=O)CC(C)(C)C3)cc(OC)c1OC(=O)N1CCOCC1 (stereo not given) returned KDM5B inh 1%.
Screening CCn1c(=O)cc(SCC(=O)NCc2ccc(Cl)cc2)c2ccccc21 returned KDM5B inh -6%.
`O=C(COc1ccccc1)N[C@H]1CO[C@H]2[C@@H]1OC[C@H]2OC(=O)Nc1cccc2ccccc12` gave KDM5B inh -10%.
COc1ccc(Nc2ccc3nnc(-c4ccc(C)cn4)n3n2)cc1 was read as KDM5B inh inconclusive.
For COc1ccc(NC(=O)Cn2c(=O)n(Cc3ccc(C(=O)NCc4ccccc4Cl)cc3)c(=O)c3ccccc32)cc1 the results were KDM5B inh inconclusive.
Cc1ccc(C2c3[nH]c4ccccc4c3CCN2C(=O)c2cccc(C)c2)cc1 (stereo not given) was read as KDM5B inh inconclusive.
COc1ccc(OC)c(NC(=O)C2(n3cnnn3)CCCCC2)c1 was read as KDM5B inh 12%.
COc1ccc(C(=O)N2CCC(N3C[C@H](O)C[C@H]3C(=O)NC3CCCCC3)CC2)cc1OC was read as KDM5B inh -26%.
Screening Fc1c(F)c(F)c(/C=N/Nc2c(F)c(F)c(F)c(F)c2F)c(F)c1F returned KDM5B inh -6%.
CCC(=O)Oc1ccc2c(=O)c(-c3ccccc3OC)coc2c1 was read as KDM5B inh 49%[activator].
Screening O=C(Nc1nc(-c2ccc(Cl)s2)cs1)c1ccc(F)cc1 returned KDM5B inh inconclusive.
Cc1c(-c2cccc(NC(=O)C(C)(C)C)c2)nc2ncccn12 was read as KDM5B inh inconclusive.
For Cc1cc(C(=O)N2c3ccccc3CC2c2nnc(C(C)C)o2)nn1C (stereo not given) the results were KDM5B inh inconclusive.
COc1ccc(C(CC(=O)O)NC(=O)c2ccc(C(C)(C)C)cc2)cc1 (stereo not given) was read as KDM5B inh -5%.
`COc1ccc(CNC(=O)CC[C@H]2CNC(=O)[C@H]3NCC[C@H]3N2C)cc1` gave KDM5B inh 49%[activator][86.2 µM].
For Cc1cccc(-c2cccc3c4c([nH]c23)[C@@H]2C[C@H](N(C)C(=O)Nc3ccccc3C)[C@H]([C@H](C)O)CN2CC4)c1 the results were KDM5B inh inconclusive.
For Clc1cccc(Cl)c1-c1noc(CN2CCOCC2)n1 the results were KDM5B inh 22%.
`O=C(CSc1nc(=O)n(Cc2cccnc2)c2c1CCC2)Nc1ccc(F)cc1F` gave KDM5B inh -11%.
For CCSc1ncc(CN2CCN(c3ccc4nccn4n3)CC2)cn1 the results were KDM5B inh 28µM*.
`O=C1OCCC1Nc1ccccc1Oc1ccccc1` (stereo not given) gave KDM5B inh 16%.
Screening CCOc1cc(C#N)c(NC(=O)Cn2nnc(-c3ccc(C)cc3)n2)cc1OCC returned KDM5B inh 15%.
CC(C)(C)C1CCc2c(sc3nc(-c4cc5ccccc5oc4=O)[nH]c(=O)c23)C1 (stereo not given) was read as KDM5B inh 5%.
Screening CCOc1ccccc1CN1CC[C@H](c2n[nH]c(C)n2)[C@H](NC(=O)C2CC2)C1 returned KDM5B inh 21%.

Compounds shown so far that have a cyano group (2):
Screening COc1cc(C2C(C#N)=C(N)OC3=C2C(=O)CC(C)(C)C3)cc(OC)c1OC(=O)N1CCOCC1 (stereo not given) returned KDM5B inh 1%.
Screening CCOc1cc(C#N)c(NC(=O)Cn2nnc(-c3ccc(C)cc3)n2)cc1OCC returned KDM5B inh 15%.

(listing goes on)
Screening O=C1C(=O)N(CCc2ccccc2)C(c2ccc(Cl)cc2)/C1=C(\O)c1ccc2c(c1)OCCO2 (stereo not given) returned KDM5B inh -28%.
O=C1CC(c2ccccc2)N(C(=O)CNC(=O)Nc2ccccc2)CCCCCCN1 (stereo not given) was read as KDM5B inh 8%.
For O=c1c2nnn(Cc3ccccc3)c2ncn1Cc1nc(-c2ccc(OC(F)(F)F)cc2)no1 the results were KDM5B inh 11%.
For COc1cccc(-n2nnc3c(=O)n(CC(=O)N4CCC(C)CC4)cnc32)c1 the results were KDM5B inh -8%.
CC(C)(C)C1CCc2c(sc(NC(=O)c3cccc(Cl)c3)c2C(=O)NCc2ccco2)C1 (stereo not given) was read as KDM5B inh inconclusive.
`Cn1cnc2c(=O)oc3ccc(S(=O)(=O)N4CCN(c5ccccc5)CC4)cc3c21` gave KDM5B inh -25%.
For CC(C)CCN1CCC2(Cc3ccccc3CNC2=O)C1 (stereo not given) the results were KDM5B inh -6%[149 µM].
CCc1ccc(C(=O)N(CC)CC)o1 was read as KDM5B inh -5%.
Screening O=C(Nc1ccccc1)C1CC(=O)N(Cc2ccco2)c2nc3ccccc3n21 (stereo not given) returned KDM5B inh -12%.
For CCCCN(CCCC)CCNC(=O)Cn1nc(CC)n2c(cc3sc(C)cc32)c1=O the results were KDM5B inh -19%.
`CN(CC1CCOC1)S(=O)(=O)Cc1ccc(Cl)cc1` (stereo not given) gave KDM5B inh 28%.
For Cc1cc(=O)n(CC(=O)N2CCN(c3ccccc3F)CC2)c(-c2ccc(F)cc2)n1 the results were KDM5B inh 25%.
Screening COc1ccc(-c2nn(-c3ccccc3)cc2C2CC(c3ccco3)=NN2S(C)(=O)=O)cc1 (stereo not given) returned KDM5B inh 4%.
Screening O=C(c1cnn(Cc2ccccc2Cl)c1)N1CCCN(S(=O)(=O)c2ccc(F)cc2)CC1 returned KDM5B inh 16%.
COc1ccc(-n2nc(C(=O)Nc3ccccn3)c3c4ccccc4n(C)c3c2=O)cc1 was read as KDM5B inh 1%.
Cc1ccc(NC(=O)c2cc3cc(C)ccc3n2C)cc1 was read as KDM5B inh inconclusive.
For CNC(=O)[C@@H]1C[C@H](Oc2ccccc2)CN1S(C)(=O)=O the results were KDM5B inh 1%.
For CCOCCn1c(CN2CCN(CCO)CC2)nc2c1c(=O)n(C)c(=O)n2C the results were KDM5B inh -1%.
For C[N+]1(CN2C(=O)C3C4C=CC(C4)C3C2=O)CCCCC1 (stereo not given) the results were KDM5B inh -22%.
For CN1C(C(=O)NC2CCCC2)=CC(c2ccco2)=NS1(=O)=O the results were KDM5B inh -17%.
Screening Cn1cc(CNC(=O)C[C@@H]2C[C@H]3O[C@H](CNC(=O)NC4CCCCC4)[C@@H](O)[C@H]3O2)cn1 returned KDM5B inh 12%.
Screening Cc1ccc(NC(=O)Cn2c(C)cc3nc4n(c(=O)c32)CCCCC4)c(Cl)c1 returned KDM5B inh -2%.
`O=C(CCCn1ncn2c(cc3occc32)c1=O)NCc1ccccc1F` gave KDM5B inh -6%.
Screening Oc1ccc(-c2nc(C3CC3)nc3c2CCN(Cc2ccc(OC(F)(F)F)cc2)CC3)cc1 returned KDM5B inh inconclusive.

Some of these compounds in order of SMILES length, highest first:
Screening Oc1ccc(-c2nc(C3CC3)nc3c2CCN(Cc2ccc(OC(F)(F)F)cc2)CC3)cc1 returned KDM5B inh inconclusive.
COc1ccc(-n2nc(C(=O)Nc3ccccn3)c3c4ccccc4n(C)c3c2=O)cc1 was read as KDM5B inh 1%.
`O=C(CCCn1ncn2c(cc3occc32)c1=O)NCc1ccccc1F` gave KDM5B inh -6%.
Cc1ccc(NC(=O)c2cc3cc(C)ccc3n2C)cc1 was read as KDM5B inh inconclusive.

(listing goes on)
`COc1ccc(CN2Cc3[nH]cnc3C[C@H]2C(=O)NCc2ccc(C#N)cc2)c2ccccc12` gave KDM5B inh inconclusive.
Screening COc1ncccc1C(=O)N1CCC(CCC(=O)N2CCC(Cc3ccccc3)CC2)CC1 returned KDM5B inh 5%.
For O=C(CC1=C2CCCCC2NC1=O)NC1CCCCC1 (stereo not given) the results were KDM5B inh 6%.
For Cc1ccc(CNC(=O)N(C)C2CCc3nn(CC4CC4)c(=O)n3CC2)cc1 (stereo not given) the results were KDM5B inh -11%.
O=C(Nc1ccc(-c2ccco2)cc1)C1CCCN(Cc2ccc(CO)o2)C1 (stereo not given) was read as KDM5B inh inconclusive.
COc1ccccc1C(=O)N(Cc1cc2ccccc2[nH]c1=O)c1ccc(C)cc1 was read as KDM5B inh 0%.
Screening CC(C(=O)N1CCNC1=O)N(C)Cc1ccccc1Br (stereo not given) returned KDM5B inh 18%.
`COC(=O)CO[C@@H]1CO[C@H]2[C@@H]1OC[C@@H]2NC(=O)Nc1cccc(C(F)(F)F)c1` gave KDM5B inh 12%[86.2 µM].
CCc1nc2ccccc2nc1N1CCN(S(=O)(=O)c2ccccc2)CC1 was read as KDM5B inh inconclusive.
Screening COc1ccc2nc(NC(=O)CS(=O)(=O)c3ccc(C)cc3)sc2c1 returned KDM5B inh -22%.
For O=C(c1cc(Br)cn2ccnc12)N1CCOCC1 the results were KDM5B inh 28µM*!.
`O=C(Cn1cnc2cc([N+](=O)[O-])ccc2c1=O)Nc1ccc(Br)cc1` gave KDM5B inh 1%.
For CCN1C(=O)CCN(C(=O)c2cccs2)CC12CCOCC2 the results were KDM5B inh -12%.
For CCCn1cc(S(=O)(=O)N[C@H](CC)C2CC(O)C2)cn1 (stereo not given in full) the results were KDM5B inh 20%.
`CN1C(=O)C(CC(=O)O)S/C1=N\N=C\c1ccc(O)cc1O` (stereo not given) gave KDM5B inh inconclusive.
`CC(=O)Nc1ccc(NC(=O)C2CCCN2C(=O)Nc2ccccc2[N+](=O)[O-])cc1` (stereo not given) gave KDM5B inh 4%.
Screening Cc1cccc(C)c1-c1nc(C(=O)NC(C)C)n2ccccc12 returned KDM5B inh inconclusive.
`COCC(=O)NC1CCC12CCN(C(=O)C1CC1)CC2` (stereo not given) gave KDM5B inh 14%.
For O=C(c1ccccc1)N1CCCC2(CC(c3cccnc3)=NO2)C1 (stereo not given) the results were KDM5B inh 15%[149 µM].
Screening O=C(Nc1ccc(Cl)cc1C(F)(F)F)c1ccc(Cl)cc1Cl returned KDM5B inh 20%.
CC(=O)Nc1ccc(-c2nc(N3CCCCC3)sc2C)cc1 was read as KDM5B inh -9%.
Cc1cccc(NC(=O)CSc2nc3c([nH]c4ccccc43)c(=O)n2-c2ccc(F)cc2)c1C was read as KDM5B inh 8%.
COc1ccc(-c2ocnc2C(=O)Nc2ccccc2F)cc1 was read as KDM5B inh 8%.
`O=C1CC(c2noc(-c3cc(F)ccc3F)n2)CN1c1ccc(Cl)cc1` (stereo not given) gave KDM5B inh 5%.

Two compounds drawn at random from the list so far:
CC(=O)Nc1ccc(-c2nc(N3CCCCC3)sc2C)cc1 was read as KDM5B inh -9%.
Screening Cc1cccc(C)c1-c1nc(C(=O)NC(C)C)n2ccccc12 returned KDM5B inh inconclusive.

The results go on.
`O=C(O)C(c1c[nH]c2ccc(Cl)cc12)N1CCN(Cc2cccc(Cl)c2)CC1` (stereo not given) gave KDM5B inh 18%.
`Cc1ccc2nc(-c3cccc(NC(=O)c4ccc([N+](=O)[O-])c(C)c4)c3)oc2c1` gave KDM5B inh -1%.
N#CNC(=Nc1ccc(F)cc1)SCc1cccc(F)c1 was read as KDM5B inh 20%.
For O=C(NCc1ccco1)C1CCCN1C(=O)Nc1ccccc1[N+](=O)[O-] (stereo not given) the results were KDM5B inh -2%.
For COc1ccc(N2CC(c3noc(-c4ccc(Cl)cc4OC)n3)CC2=O)cc1 (stereo not given) the results were KDM5B inh inconclusive.
COc1cc(NC(=O)N2CCCC2c2nncn2C2CCCC2)cc(OC)c1 (stereo not given) was read as KDM5B inh -17%.
CN1C(=O)/C(=C/c2cccc(Cl)c2)Sc2ccc(C(=O)NCc3cccnc3)cc21 was read as KDM5B inh inconclusive.
Screening O=C(Nc1ccc(F)cc1)c1nn(-c2ccc(F)cc2)c2c1CCC2 returned KDM5B inh inconclusive.
For CN(C)S(=O)(=O)c1ccc(NC(=O)Cc2cc(Cl)c3c(c2)OCCCO3)cc1 the results were KDM5B inh -9%.
`Cc1ccc(CNC(=O)c2ccc(N3CC4CC(C3)[C@H]3CCCC(=O)N3C4)nc2)o1` (stereo not given in full) gave KDM5B inh -29%.
Screening O=C(c1ccc2c(c1)OCO2)N1CCC2(CC1)CN[S+](=O)([O-])c1ccccc1N2 returned KDM5B inh -7%.
`Cc1cc(C)cc(N(CC(=O)Nc2ccccc2C(=O)NCC2CCCO2)S(C)(=O)=O)c1` (stereo not given) gave KDM5B inh 19%.
`CCOC(=O)C1=C(COC(=O)c2ccccc2C(F)(F)F)NC(=O)NC1c1ccco1` (stereo not given) gave KDM5B inh 16%.
Cc1ccc2c(c1)c1c(c(=O)n(-c3ccccc3C)c(=O)n1CC(=O)NCC1CCCO1)n2C (stereo not given) was read as KDM5B inh inconclusive.

Source: PubChem BioAssay (National Center for Advancing Translational Sciences (NCATS))
